Epigenetic derep – epigenetic control regulation, reporter derepression | actives 0.2% (n = 280,000) | Potency, µM (doses to about 53.9 µM), inactives show top-dose GFP activation, hits mostly activators | murine LDR cells, GFP reporter derepression, 30 h; further: potency means the concentration at half of the fitted maximal effect; % of control where 0% means no effect; nearly all actives have a fitted effect of over 60% in size
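Murine LDR cells carrying a silenced, genomically integrated CMV-driven GFP reporter were exposed to compound for 30 hours at 37 C. After PBS washes, GFP-positive cells (20–120 um objects) were counted by laser-scanning microplate cytometry.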
L3MBTL1 inh – L3MBTL1 (human) inhibition. Q9Y468. AlphaScreen L3MBTL1–H3K9me1 peptide binding. Potency, µM (titrated, usually from 57.1 µM), for inactives: at the top dose activity, negative = inhibition, hits mostly inhibitors. actives 0.66% (n = 230,000). AID 485360; further: potency means the concentration at half of the fitted maximal effect; on the % scale 0 is the no-effect control and ±100 the full control effect; nearly all actives have a fitted effect of over 60% in size
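L3MBTL1 (50 nM) pre-complexed 30 min with biotinylated H3(1-15)K9me1 peptide (75 nM), then compounds added for 30 min at room temperature; AlphaScreen streptavidin donor/nickel chelate acceptor beads (10 ug/mL final) read after 30 min dark incubation.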
HTT aggregate – inhibitors of mutant huntingtin aggregate formation in PC12 cells; PC12 HttQ103-GFP aggregates, Acumen cytometry, 40 h; Potency, µM (series often up to 46.1 µM), inactives show at the top dose activity change, negative = inhibition, usual class: inhibitors; actives 1.1% (n = 220,000); AID 1688; further: potency means the concentration at half of the fitted maximal effect; on the % scale 0 is the no-effect control and ±100 the full control effect; nearly all actives have a fitted effect of over 60% in size
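Ecdysone-promoter PC12 model expressing HTT exon 1 Q103 fused to GFP, induced by tebufenozide at 100 nM final. Compounds titrated; aggregates sized 1–25 µm scored on a 488 nm laser cytometer.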
NPSR antagonist – neuropeptide S receptor (human) antagonism, cAMP. CHO-NPSR cells, cAMP TR-FRET, antagonist mode. Q6W5P4. AID 1461. Potency, µM (top dose mostly 38.3 µM), inactives show at the top dose activity change, negative = inhibition, most hits filed as inhibitors. actives 1% (n = 220,000); further: potency means the concentration at half of the fitted maximal effect; on the % scale 0 is the no-effect control and ±100 the full control effect; nearly all actives have a fitted effect of over 50% in size; many of its hits are not listed in these tables
Target sequence (Q6W5P4 whole entry, looked up): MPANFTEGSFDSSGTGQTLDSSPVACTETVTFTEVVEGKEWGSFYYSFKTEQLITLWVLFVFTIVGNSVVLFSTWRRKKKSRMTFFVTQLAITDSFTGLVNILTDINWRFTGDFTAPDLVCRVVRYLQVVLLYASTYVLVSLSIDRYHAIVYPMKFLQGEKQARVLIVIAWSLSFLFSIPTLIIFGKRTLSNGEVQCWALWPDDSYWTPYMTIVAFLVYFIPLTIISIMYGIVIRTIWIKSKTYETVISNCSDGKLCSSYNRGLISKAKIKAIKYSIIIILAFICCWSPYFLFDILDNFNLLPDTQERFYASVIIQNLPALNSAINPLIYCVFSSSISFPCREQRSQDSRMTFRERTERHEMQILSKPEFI
Luc counter – counter-screen: inhibitors of Kinase-Glo firefly luciferase; actives 0.28% (n = 200,000); Q27757; Potency, µM (top dose mostly 38.3 µM), without a hit: at the top dose activity change, negative = inhibition, hits mostly inhibitors; Kinase-Glo luciferase, ATP luminescence, 8 min; further: potency means the concentration at half of the fitted maximal effect; on the % scale 0 is the no-effect control and ±100 the full control effect; nearly all actives have a fitted effect of over 60% in size
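Inhibition of Kinase-Glo luciferase light generation was assessed at 10 uM ATP in pH 7.2 imidazole buffer, with luminescence measured after eight minutes at ambient temperature.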
IMPase Li inh – cell-permeable IMPase inhibitors with lithium potentiation. CHO-M1 cells, IP1 TR-FRET (IP-One), carbachol + lithium. Potency, µM (doses to about 59.4 µM), without a hit: at the highest dose activity, negative = IMPase inhibition, hits mostly inhibitors. actives 0.35% (n = 210,000). AID 1457;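 further: IP1 builds up when IMPase is blocked and the TR-FRET signal falls; potency means the concentration at half of the fitted maximal effect; plate controls were basal vehicle for no effect and high inhibitor control for full effect; nearly all actives have a fitted effect of over 50% in size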
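IP1 accumulation measured by competitive TR-FRET in lysed CHO-M1 cells after 30 min compound exposure at 37C, with a small lithium addition to potentiate weak responses. Hill-equation AC50 from ratio and donor-channel data.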
CBFb-RUNX1 inh – CBF-beta/RUNX1 interaction disruption; Q01196+Q13951; AlphaScreen CBFb-His/RUNX1-biotin binding, biochemical; Potency, µM (doses to about 59.8 µM), for the others: top-dose activity, negative = inhibition, actives largely listed as inhibitors; 230,000 tested, under 10 active; further: % of control where 0% means no effect
Target sequence (Q01196 whole entry, looked up): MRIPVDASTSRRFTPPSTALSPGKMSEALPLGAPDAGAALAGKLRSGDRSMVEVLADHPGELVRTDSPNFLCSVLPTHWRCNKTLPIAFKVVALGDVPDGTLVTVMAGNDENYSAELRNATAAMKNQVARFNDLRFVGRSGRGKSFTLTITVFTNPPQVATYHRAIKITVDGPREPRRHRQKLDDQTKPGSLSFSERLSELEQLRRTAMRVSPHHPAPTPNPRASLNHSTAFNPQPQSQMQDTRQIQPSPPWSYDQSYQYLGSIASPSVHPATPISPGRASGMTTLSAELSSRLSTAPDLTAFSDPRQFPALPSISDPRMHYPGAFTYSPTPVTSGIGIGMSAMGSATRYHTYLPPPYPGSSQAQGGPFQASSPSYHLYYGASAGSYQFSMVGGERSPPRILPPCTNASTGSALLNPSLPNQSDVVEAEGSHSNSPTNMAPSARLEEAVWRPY
Target sequence (Q13951 whole entry, looked up): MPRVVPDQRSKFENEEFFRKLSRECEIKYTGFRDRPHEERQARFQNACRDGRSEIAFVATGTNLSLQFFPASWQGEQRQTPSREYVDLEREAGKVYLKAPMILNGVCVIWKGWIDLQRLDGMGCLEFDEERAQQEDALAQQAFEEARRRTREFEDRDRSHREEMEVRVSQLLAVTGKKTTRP
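Bead-based AlphaScreen assay; binding partners His-tagged CBF-beta and biotinylated RUNX1 at 30 nM each. Compound exposure 15 min after a 20-min protein preincubation; bead step 90 min; all steps at room temperature.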
The depositor's hits bear a star; ? = inconclusive; . = not tested or not shown; [ ] = another dose, or the depositor's remark. The call rests on the fitted dose curve; in most records, active means well fitted curve in the direction sought with a large enough effect; inconclusive means small, poorly fitted or top-dose-only effect, or another doubt; inactive means no such curve, though single readings can be large; an effect the other way counts as inactive or inconclusive. Only part of the results is shown; the hit share may differ from the screen's.

Under each structure – Epigenetic derep	L3MBTL1 inh	HTT aggregate	NPSR antagonist	Luc counter	IMPase Li inh	CBFb-RUNX1 inh
- O=C(c1ccc2c(=O)n3c(nc2c1)CCCCC3)N1CCc2ccccc21
 : 0.1%	.	-25%[9.22 µM]	-7%	.	.	2%
- Cc1cccc(S(=O)(=O)Nc2nc3ccccc3nc2NCC2CCCO2)c1 (stereo unspecified)
 : 3.8%	4%	7%[9.22 µM]	33%	.	.	12%
- COCC(C)NC(=O)COc1nncc2ccccc12 (stereo unspecified)
 : 1.1%	.	-15%	24%	-1%	12%	16%
- C/C(Cn1nc([N+](=O)[O-])cc1C)=N\NC(=O)COc1c(Cl)cc(Cl)cc1Cl
 : 0.0%	2%	-3%	-16%[46.1 µM]	-1%	3%	0%
- c1ccc(CCN2CN=C(Nc3nc4ccccc4s3)NC2)cc1
 : 8.1%	-10%	-3%[9.22 µM]	-2%	.	.	3%
- O=S(=O)(Nc1ncn[nH]1)c1ccc(Cl)cc1
 : -1.6%	-1%	-9%	12%[46.1 µM]	-2%	?	4%
- COc1cccc2cc(C(=O)Oc3ccc(NC(C)=O)cc3)c(=O)oc12
 : 1.1%	15%	-4%	-10%[46.1 µM]	2%	-6%	1%
- CC(=O)Oc1c(C)cc(Cl)cc1C(=O)Nc1ccc([N+](=O)[O-])cc1Cl
 : -3.2%	6%	0.25µM*	-40%	-3%	15%	5%
- Cc1ccc(C(=O)NNC(=O)CCN2C(=O)C3CCCCC3C2=O)cc1 (stereo unspecified)
 : 0.0%	2%	-2%	14%	0%	-5%	-3%
- O=C(/C=C/c1ccc(OC(F)F)cc1)OCC(=O)N1CCN(C(=O)c2ccco2)CC1
 : 1.1%	-29%	-4%	-8%	2%	8%	-26%
- CCc1nc(N2CCC3(CC2)OCCO3)c2nnn(Cc3ccccc3Cl)c2n1
 : -0.6%	60%[activator]	?	-27%[46.1 µM]	1%	21%[38.3 µM]	3%
- COc1ccc(C(=O)CNc2ccccc2CO)cc1
 : 1.1%	.	-12%	-9%	-27%	-11%	-6%
- C=CCn1c(=O)c2ccc(C(=O)NCc3ccccc3)cc2n(Cc2cccc(Cl)c2)c1=O
 : -6.2%	-11%	-25%	-27%	-3%	-11%	-6%[2.36 µM]
- COCCN(C(=O)CSc1nnc(Nc2ccc(C)cc2)s1)c1c(N)n(CC(C)C)c(=O)[nH]c1=O
 : 3.4%	-3%	35%	7%	-1%	8%	11%
- N#Cc1c(NC(=O)CN2CCN(S(=O)(=O)c3ccc4c(c3)OCCO4)CC2)sc2c1CCC2
 : 0.0%	.	-8%	-7%[46.1 µM]	0%	23%[38.3 µM]	1%
- CCCn1c(=O)[nH]c2nc(-c3ccc(S(=O)(=O)O)cc3)[nH]c2c1=O
 : 1.6%	.	.	.	1%	?	-15%
- CC(C)(C)c1ccc(C(CC(=O)O)NC(=O)CCCc2ccccc2)cc1 (stereo unspecified)
 : -1.3%	.	-5%	-18%	.	-8%	-8%
- COc1ccc(-c2[nH]ncc2CN(C)Cc2c(C)n[nH]c2C)c(OC)c1
 : 2.1%	11%	.	9%	-1%	-1%	7%
- COc1ccc(C(=O)CSc2nnc(Cc3ccccc3)o2)cc1
 : -7.2%	7%	7%	-7%[46.1 µM]	2%	4%[38.3 µM]	9%
- COc1cc(Br)cc2cc(C(=O)N3CCN(c4ccccn4)CC3)c(=O)oc12
 : 0.0%	.	-11%[1.84 µM]	2%[46.1 µM]	0%	22%[38.3 µM]	15%
- COC(=O)c1ccc(CSc2nc3ccccc3c(=O)n2Cc2ccco2)o1
 : 0.0%	-11%	1%	-23%[46.1 µM]	5%	14%	2%
- O=C(c1oc(=O)c2ccccc2c1-c1ccccc1)N1CCN(C2CCCCC2)CC1
 : 0.8%	10%	10%	-9%[46.1 µM]	1%	12%[38.3 µM]	1%
- O=C(c1cccc(C(F)(F)F)c1)C1CCCN(C(=O)CCCn2cncn2)C1 (stereo unspecified)
 : -1.5%	1%	19%	-3%	2%	2%	9%
- Cn1c(Cc2ccccc2)nnc1SCC(=O)Nc1ccccc1
 : 10%	6%	12%[9.22 µM]	5%	2%	10%	1%
- CCCCC(=O)OCC(=O)Nc1ccc(SC(F)F)cc1
 : -1.2%	3%[11.4 µM]	-4%	6%	1%	-4%	?
- COC(=O)CCC/C=C1\SC[C@@H](NC(=O)c2ccccc2)C1NC(C)=O (stereo partly specified)
 : -1.9%	3%	-12%	16%	-1%	-2%	0%
- COc1cccc(C2C(C(=O)/C=C/c3ccco3)=C(O)C(=O)N2CCN2CCOCC2)c1 (stereo unspecified)
 : -1.5%	.	-6%	-16%	3%	3%	2%
- CC(NC(=O)CCN1N=C(c2ccccc2)CCC1=O)c1ccc2c(c1)OCCO2 (stereo unspecified)
 : 1.8%	9%	21%	4%	2%	5%	-3%
- COC(=O)c1sc(NC(=O)/C=C/c2ccc(C)cc2)nc1C
 : -0.9%	4%	-7%	-38%	-3%	?	2%
- O=C(O)c1ccc(-n2cccc2)cc1O
 : -1.0%	.	11%	-12%[46.1 µM]	3%	11%[38.3 µM]	-5%
- COc1cc2c(cc1OC)C(c1ccccc1)N(C(=O)CSCC(=O)O)CC2 (stereo unspecified)
 : 1.5%	21%	6%	11%	2%	9%	-14%
- Cc1ccc(OCC(=O)Nc2cc(S(=O)(=O)N3CCOCC3)ccc2Cl)c([N+](=O)[O-])n1
 : 6.4%	.	21%[9.22 µM]	2%	.	.	-3%
- Cc1ccccc1CSc1nnc(Cn2c(=O)sc3ccccc32)n1C
 : 0.0%	-2%	-1%	3%[46.1 µM]	2%	12%	-4%
- CC(C)(C)c1ccc(C(=O)N/C(=C/c2cccs2)C(=O)NCc2ccco2)cc1
 : 0.0%	-5%	12%	-23%[46.1 µM]	-2%	11%	-7%
- COc1cc(C(=O)c2cocc2C(=O)c2ccc3c(c2)OCO3)cc(OC)c1OC
 : 1.7%	.	-25%[9.22 µM]	14%	.	.	10%
- O=C(CSc1nnc2ccccn12)Nc1ccccc1C(=O)NC1CC1
 : 2.0%	33%[activator]	13%	-9%[46.1 µM]	2%	16%[38.3 µM]	-5%
- COc1ccc(NC(=O)COC(=O)/C=C/c2ccccc2[N+](=O)[O-])cc1OC
 : -1.1%	-11%	-8%	3%	2%	-2%	1%
- CC1CCCC(NC(=O)C2CCN(S(=O)(=O)N3CCC4(CC3)OCCO4)CC2)C1C (stereo unspecified)
 : -1.1%	0%	-12%	-5%[46.1 µM]	-6%	-10%[38.3 µM]	12%
- COc1ccc(Cl)cc1C(=O)NNC(=S)NC1CCCCC1
 : 0.0%	7%	31%[9.22 µM]	16%	.	.	4%
- COc1ccc(C(=O)Nn2c(SCC(=O)N3CCC(C)CC3)nc3ccccc3c2=O)cc1
 : 0.1%	-1%	10%	-20%[46.1 µM]	13µM*	0%[38.3 µM]	-2%
- COc1cccc(/C=N/NC(=O)COc2cccc3cccnc23)c1O
 : 1.1%	9%	?	6%	-2%	2%	3%
- CCCNC(=S)N1CCC(NC(=O)C2CCCCC2)CC1
 : 0.0%	-5%	5%	0%[46.1 µM]	-3%	-10%[38.3 µM]	0%
- CCOC(=O)c1c(N)c2cc([N+](=O)[O-])ccc2n1C
 : -0.3%	-1%	6%[9.22 µM]	16%[7.67 µM]	.	.	-4%
- Cc1cnc(C(=O)N2CCCC(C(=O)c3ccc(C(F)(F)F)cc3)C2)cn1 (stereo unspecified)
 : -1.1%	-18%	18%[9.22 µM]	59%	0%	5%	-25%
- Cc1ccc(O)c(NC(=O)c2cccc(NC(=O)c3ccco3)c2)c1
 : -5.0%	.	29%	-9%[46.1 µM]	-4%	21%[38.3 µM]	-2%

An excerpt from the list above:
Under each structure – Epigenetic derep	L3MBTL1 inh	HTT aggregate	NPSR antagonist	Luc counter	IMPase Li inh	CBFb-RUNX1 inh
- Cc1ccccc1CSc1nnc(Cn2c(=O)sc3ccccc32)n1C
 : 0.0%	-2%	-1%	3%[46.1 µM]	2%	12%	-4%
- CC(C)(C)c1ccc(C(=O)N/C(=C/c2cccs2)C(=O)NCc2ccco2)cc1
 : 0.0%	-5%	12%	-23%[46.1 µM]	-2%	11%	-7%
- COc1cc(C(=O)c2cocc2C(=O)c2ccc3c(c2)OCO3)cc(OC)c1OC
 : 1.7%	.	-25%[9.22 µM]	14%	.	.	10%
- O=C(CSc1nnc2ccccn12)Nc1ccccc1C(=O)NC1CC1
 : 2.0%	33%[activator]	13%	-9%[46.1 µM]	2%	16%[38.3 µM]	-5%
- COc1ccc(NC(=O)COC(=O)/C=C/c2ccccc2[N+](=O)[O-])cc1OC
 : -1.1%	-11%	-8%	3%	2%	-2%	1%
- CC1CCCC(NC(=O)C2CCN(S(=O)(=O)N3CCC4(CC3)OCCO4)CC2)C1C (stereo unspecified)
 : -1.1%	0%	-12%	-5%[46.1 µM]	-6%	-10%[38.3 µM]	12%
- COc1ccc(Cl)cc1C(=O)NNC(=S)NC1CCCCC1
 : 0.0%	7%	31%[9.22 µM]	16%	.	.	4%
- COc1ccc(C(=O)Nn2c(SCC(=O)N3CCC(C)CC3)nc3ccccc3c2=O)cc1
 : 0.1%	-1%	10%	-20%[46.1 µM]	13µM*	0%[38.3 µM]	-2%
- COc1cccc(/C=N/NC(=O)COc2cccc3cccnc23)c1O
 : 1.1%	9%	?	6%	-2%	2%	3%

Next section:
Under each structure – Epigenetic derep	L3MBTL1 inh	HTT aggregate	NPSR antagonist	Luc counter	IMPase Li inh	CBFb-RUNX1 inh
- CC(C)c1nc2n[nH]c(N)c2c2c1CCCC2
 : -0.1%	-2%	-23%	6%[46.1 µM]	.	.	4%
- CCC(=O)Nc1c2c(nn1-c1ccc(OC)cc1)CS(=O)C2 (stereo unspecified)
 : -0.4%	.	6%	-5%[46.1 µM]	-2%	-10%[38.3 µM]	1%
- COc1cccc(NC2=C(Cl)C(=O)OC2OC(=O)c2ccco2)c1 (stereo unspecified)
 : ?	.	?	10%	1%	1%	2%
- O=C(CCN1CCN(CCO)CC1)Nc1ccc(C2CCCC2)cc1
 : -0.8%[10.1 µM]	-11%	17%[9.22 µM]	8%	-1%	5%	-1%
- Cc1ccccc1Oc1nc2c(C)cccn2c(=O)c1/C=C(\C#N)C(=O)NC1CCS(=O)(=O)C1 (stereo unspecified)
 : -1.3%	-5%	6%[9.22 µM]	47%	.	.	-1%
- CCOc1cc(/C=N/NC(=O)c2cccnc2)ccc1OC(=O)c1ccco1
 : -3.9%	.	-18%	7%	1%	-1%	-4%
- O=C(CN1C(=O)COc2ccccc21)N(CCCN1CCOCC1)CC1CC=CCC1 (stereo unspecified)
 : 0.7%	-17%	6%	-9%[46.1 µM]	-4%	10%[38.3 µM]	13%

Screening results (PubChem)
